Wnt act: Wnt/beta-catenin pathway activators, primary screen, cell-based, plate reader, single point. AID 743398, 2014. Wnt/beta-catenin reporter cell assay, activator. activation, % at 9.35 µM. hit rate 1.2% among 300,000; in the data active = activation above about 30%, passing the limit was not always enough; inconclusive = no clear call, values can overlap the other calls;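 also: 0% = neutral control wells and 100% = positive control wells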
Ecoli viability: E. coli V3065 growth inhibition, primary screen, counter-screen for AddAB inhibitor project, absorbance, OD600; hit rate 0.27% among 330,000; AID 449728, 2010; 18 h; inhibition, % at 11.9 µM;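 active = inhibition above the campaign's mean inhibition across all tested compounds plus 3 SD, cut at about 9.9% in these data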;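 also: uninfected addAB+ strain grown without phage in ampicillin broth; 0% = DMSO wells and 100% = ciprofloxacin 0.95 µg/ml wells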
CAL PDZ inh: CAL PDZ peptide-binding inhibitors, primary screen, biochemical, fluorescence polarization, Cer-tagged CAL PDZ, HTS; Golgi-associated PDZ and coiled-coil motif-containing protein (Homo sapiens), Q9HD26; purified CAL PDZ, TMR-peptide fluorescence polarization, 1 h; inhibition, % at 20 µM; hit rate 0.02% among 330,000; AID 504414, 2011;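 active = highest replicate inhibition of at least 40%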;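 also: plate controls were DMSO neutral control wells for no effect and unlabeled competitor peptide control wells for full effect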
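Control set: unlabelled peptide and DMSO controls / Material: purified CerCALP PDZ construct / Timing: 1 h incubation at room temperature before polarization reading / Doses: 20 µM, one dose / Detection: fluorescence polarization (mP)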
phage Ecoli inh: growth loss of phage-infected E. coli, primary screen, RecBCD inhibitor project, absorbance, with phage, HTS; inhibition, % at 11.9 µM; AID 651602, 2012; hit rate 0.26% among 360,000; in the data active = inhibition above about 11%
PvdQ acylase: P. aeruginosa PvdQ acylase inhibitors, primary screen, biochemical, fluorescence, plate reader and imaging, single point; PvdQ acylase [Pseudomonas aeruginosa LESB58]; purified PvdQ acylase; hit rate 0.063% among 340,000; inhibition, % at 10 µM; in the data active = inhibition above about 30%, passing the limit was not always enough; inconclusive = no clear call, values can overlap the other calls;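 also: 0% = vehicle neutral wells and 100% = reference inhibitor wells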
Tat transport: E. coli Tat export inhibitors, primary screen, MC4100, TorA-mCherry reporter, fluorescence, single point. hit rate 0.036% among 340,000. AID 488895, 2010. inhibition, % at 10 µM;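 active = mean replicate inhibition at least 50% and at least half of replicates individually reaching 50%; inconclusive = only one of the two criteria met; inactive = neither criterion met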;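 also: exported cargo escapes ClpAP degradation while cytoplasmic cargo is degraded and loses fluorescence; 0% = median of neutral control wells and 100% = median of NaSCN control wells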
DAGLB inhibitor: DAGLB lipase inhibitors, primary screen, biochemical, fluorescence, HTS; inhibition, % at 5.17 µM; hit rate 0.059% among 340,000; HEK293T DAGLB membrane lysate, EnzChek fluorogenic substrate; Diacylglycerol lipase-beta (Homo sapiens), Q8NCG7; in the data active = inhibition above about 34%;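 also: 0% = enzyme with vehicle and 100% = wells lacking enzyme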
Target sequence (Q8NCG7 whole entry, looked up): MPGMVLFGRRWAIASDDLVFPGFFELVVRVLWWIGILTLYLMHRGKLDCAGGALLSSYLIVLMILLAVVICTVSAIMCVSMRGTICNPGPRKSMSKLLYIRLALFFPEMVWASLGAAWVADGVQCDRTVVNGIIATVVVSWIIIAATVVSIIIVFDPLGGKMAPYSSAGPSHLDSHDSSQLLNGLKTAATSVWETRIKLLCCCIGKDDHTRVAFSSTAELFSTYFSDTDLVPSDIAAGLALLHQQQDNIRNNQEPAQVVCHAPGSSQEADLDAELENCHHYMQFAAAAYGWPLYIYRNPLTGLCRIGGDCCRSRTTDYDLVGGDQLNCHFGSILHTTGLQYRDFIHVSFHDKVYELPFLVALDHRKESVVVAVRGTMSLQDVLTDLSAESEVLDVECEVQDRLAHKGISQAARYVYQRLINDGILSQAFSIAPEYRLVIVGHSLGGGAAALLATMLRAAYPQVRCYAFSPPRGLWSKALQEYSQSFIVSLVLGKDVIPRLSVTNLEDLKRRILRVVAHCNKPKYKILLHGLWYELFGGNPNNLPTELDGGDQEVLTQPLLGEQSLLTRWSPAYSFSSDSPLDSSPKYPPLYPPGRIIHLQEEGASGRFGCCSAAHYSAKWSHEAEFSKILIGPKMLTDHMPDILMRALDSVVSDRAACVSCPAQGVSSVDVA
AddAB inh: growth inhibition of E. coli expressing H. pylori AddAB, primary screen, AddAB inhibitor project, absorbance | inhibition, % at 11.9 µM | hit rate 0.29% among 330,000; in the data active = inhibition above about 12%;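 also: 0% = vehicle wells of infected cells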
PfHsp90 yeast 2: growth inhibition of PfHsp90-expressing yeast, primary screen, antimalarial PfHsp90 inhibitor project, S. cerevisiae, BacTiter-Glo luminescence, single point, set 2 | BacTiter-Glo ATP, 48 h; yeast lacking PDR1 and PDR3 efflux regulators | inhibition, % at 9.4 µM | hit rate 0.32% among 310,000 | AID 504621, 2011;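 active = every replicate shows inhibition above about 80%, whatever the replicate mean, limit read from the data; inconclusive = mean inhibition reaches the set limit but some replicate falls short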;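 also: 0% = DMSO neutral controls and 100% = 20 µM radicicol positive controls; yeast relying on Plasmodium falciparum Hsp90 in place of its own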
Rtt109 HAT inh: inhibitors of C. albicans Rtt109/Vps75 HAT, primary screen, biochemical, ThioGlo CoA-SH fluorescence, plate reader; Histone acetyltransferase RTT109 (Candida albicans (strain SC5314 / ATCC MYA-2876)), …; purified Rtt109/Vps75, 4 h; inhibition, % at 34.9 µM; hit rate 0.16% among 330,000; AID 540336, 2011;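 active = inhibition of at least 50% in every replicate; inconclusive = best replicate reaches 50% inhibition but some replicates fall short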
Target sequence (Q5AAJ8 whole entry, looked up): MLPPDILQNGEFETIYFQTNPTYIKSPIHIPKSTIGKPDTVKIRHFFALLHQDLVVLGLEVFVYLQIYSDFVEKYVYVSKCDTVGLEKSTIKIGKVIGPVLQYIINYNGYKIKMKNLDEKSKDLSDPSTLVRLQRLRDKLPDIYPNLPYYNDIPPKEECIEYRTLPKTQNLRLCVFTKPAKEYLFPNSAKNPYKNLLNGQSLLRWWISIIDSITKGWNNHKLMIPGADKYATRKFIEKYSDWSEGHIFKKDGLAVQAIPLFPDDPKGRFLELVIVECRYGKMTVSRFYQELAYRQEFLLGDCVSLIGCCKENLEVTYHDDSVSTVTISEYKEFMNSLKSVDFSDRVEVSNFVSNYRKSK
Active calls of the source: *; ? = inconclusive; · = not tested or not shown.

SMILES	Wnt act	Ecoli viability	CAL PDZ inh	phage Ecoli inh	PvdQ acylase	Tat transport	DAGLB inhibitor	AddAB inh	PfHsp90 yeast 2	Rtt109 HAT inh
CCOc1ccccc1NC(=S)N1CCC(c2nc3ccccc3o2)CC1	-3	0.6	-1.4	6.5	-3	-1	-4	-0.9	10	18
CC(=O)Oc1ccc2oc(/C=C/N(C)C)c([N+](=O)[O-])c2c1	·	3.4	0.0	2.5	5	1	6	1.8	·	7
CN1CCc2c(sc3c2C(=O)NC(/C=C\c2ccccc2)N3)C1 (stereo unspecified)	1	0.9	·	2.4	·	·	·	1.3	·	·
CC(=O)C1=NN(c2ccccc2)C(c2cccs2)N1c1ccc(N(C)C)cc1 (stereo unspecified)	·	-0.1	-1.5	2.2	-13	5	-1	2.2	19	-6
CCc1ccccc1NNC(=O)CCc1ccccc1	2	1.2	0.3	3.4	-4	-8	1	-0.2	6	-1
CCOC(=O)Cc1c(C)c2c(C)[nH]nc2oc1=O	0	0.3	0.0	1.7	-11	-4	0	-3.0	-3	-3
O=C(CSCc1ccc(Cl)cc1)N1CCOCC1	-2	-1.4	-0.2	2.6	-28	-3	1	1.0	6	4
Cn1c(=O)c2c(nc(SCC(=O)NCC3CCCO3)n2Cc2ccc(F)cc2)n(C)c1=O (stereo unspecified)	-3	-0.1	·	1.1	-12	0	4	2.0	20	-2
COc1ccc(C(C(=O)NC2CCCC2)N(CCN(C)C)C(=O)c2snc(C(N)=O)c2N)cc1 (stereo unspecified)	·	2.4	-0.4	1.3	-9	-5	2	1.8	53	-3
Cc1ccc2nc(-c3cccnc3)cc(C(=O)N3CCN(c4ccc([N+](=O)[O-])cc4)CC3)c2c1	-1	-0.3	-2.4	1.8	-13	-6	0	-0.2	-10	7
CC1(C)Cc2c(cnn2-c2cccc(F)c2)C(NC(=O)c2ccc[n+]([O-])c2)C1 (stereo unspecified)	-1	·	-0.1	0.8	-2	3	-1	·	0	-6
Cn1ccnc1SCc1nc2c(cnn2-c2ccccc2)c(=O)[nH]1	-2	-0.9	-0.3	1.8	-5	-1	0	-0.5	-19	-4
CCOCCCNC(=O)Cc1cc(=O)[nH]c(=O)[nH]1	-1	-0.2	-0.1	2.7	-7	-4	1	-2.7	-14	3
O=C(Nc1nnc(-c2ccccc2)o1)c1cc(-c2cccs2)nc2ccccc12	-4	-1.3	-4.4	-0.2	-11	-4	5	-0.6	74	-14
O=C(Nc1c(C(=O)NCc2ccco2)cnn1-c1ccccc1)c1ccc(F)cc1	1	2.3	-1.0	4.0	7	0	1	0.9	9	4
CCOC(=O)c1ccc(N2C(=O)c3n[nH]c(C)c3C2c2ccc(OC)c(OC)c2)cc1 (stereo unspecified)	·	-4.1	-1.6	0.0	-12	1	2	1.3	10	3
N#Cc1cc([N+](=O)[O-])ccc1NCC1CCCO1 (stereo unspecified)	1	-0.3	-2.6	1.5	24	-1	-3	-1.0	4	20
COCCn1c(C)nnc1SCC(=O)NNC(=O)c1ccc(Cl)cc1	-1	-0.8	-1.9	2.3	-3	-4	1	3.9	-3	-3
CC(=O)N/C(=C\c1ccccc1)C(=O)Nc1ccccc1C	1	-1.6	-2.8	4.5	-3	2	-1	-0.5	-20	-1
CCOc1ccc2nc(NC(=O)C3CCN(c4cnccn4)CC3)sc2c1	-3	2.2	1.0	1.5	3	4	-2	5.2	4	-9
COc1cc(/C=N/NC(=O)c2cncc(Br)c2)cc([N+](=O)[O-])c1O	-10	-0.3	0.0	0.8	7	0	5	2.8	-30	16
COC(=O)CNC(=O)C1(C)C=CCN1C(=O)c1ccccc1 (stereo unspecified)	23	2.7	-0.8	2.1	3	3	0	0.5	7	-1
Cc1noc(C)c1COc1cccc(C(=O)Nc2ccc(C#N)cc2)c1	-1	-1.9	-4.9	1.3	-1	-2	-3	1.8	·	7
COc1ccc(N(CC(=O)N2CCc3ccccc32)S(=O)(=O)c2c(C)noc2C)cc1	·	-2.7	0.4	2.8	9	2	2	2.1	10	18
CN(CC(=O)Nc1ccccc1Cl)C(=O)COC(=O)c1ccc(=O)n(Cc2ccccc2)n1	-3	0.9	-0.1	3.3	-7	1	2	0.9	-18	0

Next part:
SMILES	Wnt act	Ecoli viability	CAL PDZ inh	phage Ecoli inh	PvdQ acylase	Tat transport	DAGLB inhibitor	AddAB inh	PfHsp90 yeast 2	Rtt109 HAT inh
CC1CN(S(=O)(=O)c2cc(C(=O)NC(C)c3cccnc3)ccc2Cl)CC(C)O1 (stereo unspecified)	1	-1.7	-0.9	-0.4	-6	1	0	0.7	12	-4
Cc1ccccc1-c1cc(C(=O)Nc2sc(C)c(C)c2C(N)=O)c2ccccc2n1	·	-0.6	-1.0	0.6	-4	4	-1	1.1	-13	-5
O=C(CN1CCCN(S(=O)(=O)c2ccc(Br)s2)CC1)Nc1ccc(Cl)cc1	·	-2.0	-2.2	2.9	7	-3	-2	1.3	5	1
CCOC(=O)C(=CNc1cccnc1Oc1ccc(C)c2c1CCC2)C(=O)OCC	1	2.2	-1.2	0.4	-4	-2	-4	2.7	-7	5
CCN(CC)S(=O)(=O)c1ccc(-c2nnc(SCC(=O)N3c4ccccc4CC3C)n2CC)cc1 (stereo unspecified)	·	-0.6	-0.9	3.0	-5	-3	-1	3.4	13	8
CC(C)Cc1nnc(NC(=O)CCNC(=O)c2ccccc2Cl)s1	-2	-1.7	-0.6	-0.3	-11	1	-5	-0.2	-4	-13
CC(=O)c1ccc2c(c1)C1C=CCC1C(c1cc3c(cc1Br)OCO3)N2 (stereo unspecified)	-15	-0.1	-0.9	1.3	-19	-4	0	4.7	3	3
CCN(CC)S(=O)(=O)c1cccc(C(=O)NNC(=O)C2=NN(c3ccccc3)C(=O)CC2)c1	-1	3.0	0.2	2.1	-6	-3	-3	0.6	0	15
COc1ccc(NC(=O)Cc2nnc(N)s2)cc1	-1	-1.8	-0.1	3.2	-15	5	2	-0.3	-30	-1
CCc1nnc(NC(=O)CC23CC4CC(CC(Br)(C4)C2)C3)s1	-8	-0.2	-4.0	-2.7	-9	5	-1	1.9	-10	7
NC(=O)CC(NC(=O)Cc1ccc(Cl)cc1)c1ccc(NCCN2CCOCC2)c([N+](=O)[O-])c1 (stereo unspecified)	-5	1.0	-0.2	0.8	-10	0	-1	5.2	-7	2
CS(=O)(=O)N(CC(=O)NCCSCc1ccccc1)c1ccccc1Cl	-2	4.8	0.2	1.6	-15	-2	-1	5.0	-15	-4
Cn1nc(C(=O)N2CCc3ccccc3C2)c2ccccc2c1=O	·	-2.3	-0.9	1.8	-9	-11	-2	4.0	12	4
N#CC1(C(N)=O)OC12CCS(=O)(=O)c1ccccc12 (stereo unspecified)	-2	·	-0.6	0.1	-3	13	2	·	17	0
Cc1nc2nc(C)c(NS(=O)(=O)c3ccc(Cl)cc3)c(=O)n2[nH]1	-2	0.4	-2.1	2.6	0	2	-2	3.0	-15	-6
Cc1cccc(Cn2c(C)c(C)c3cc(C(=O)NCCN4CCOCC4)ccc32)c1	-1	-2.2	-3.1	-4.4	8	6	1	3.6	5	12
Cc1ccc(OCCC(=O)Nc2ccc(S(=O)(=O)Nc3cc(C)nc(C)n3)cc2)cc1	0	0.4	-0.2	3.6	-14	0	0	3.1	-29	0
O=S(=O)(c1ccc(Br)s1)n1cccn1	·	-0.6	-1.3	3.2	-12	-4	0	0.3	·	-14
CCC1CCc2c(sc(NC(=O)c3ccco3)c2C(N)=O)C1 (stereo unspecified)	37*	1.6	-0.9	1.9	7	4	-1	-0.2	·	-1
CN(Cc1ccc(Br)cc1)CC(O)COc1cccc(Br)c1 (stereo unspecified)	-1	0.8	-1.0	1.5	0	3	-14	2.9	-1	18
CC(C)CC(N)C(=O)OCc1ccc([N+](=O)[O-])cc1 (stereo unspecified)	2	0.2	-0.6	0.1	-9	4	-1	0.3	3	-19
CCOC(=O)[C@H]1[C@H]2COc3cc(OC)ccc3[C@@H]2N2C(=O)c3cc(F)c(F)cc3NC(=O)[C@@]12C	-5	5.5	0.5	2.3	11	-5	-1	5.3	-3	3
O=[N+]([O-])c1ccc2c(c1)C(O)n1ncnc1S2 (stereo unspecified)	-1	2.7	-2.5	2.0	-11	-3	3	-0.6	-9	-18
OC(CN1CCN(c2ccccn2)CC1)Cn1c2ccc(Cl)cc2c2cc(Cl)ccc21 (stereo unspecified)	·	-2.2	-1.3	2.4	3	8	-1	-1.9	-1	8
CC(C)CCNC(=O)NC(=O)CSc1ccc(S(=O)(=O)N2CCOCC2)cn1	0	-0.3	-0.7	3.3	-11	-3	3	-0.4	-34	10

Additional compounds
SMILES	Wnt act	Ecoli viability	CAL PDZ inh	phage Ecoli inh	PvdQ acylase	Tat transport	DAGLB inhibitor	AddAB inh	PfHsp90 yeast 2	Rtt109 HAT inh
CCNc1nc(NCC)n2c(SC(C(=O)Nc3cc(Cl)cc(Cl)c3)c3ccccc3)nnc2n1 (stereo unspecified)	-1	-2.0	-1.8	-0.9	5	-3	-1	1.8	-11	-2
COc1ccc(CNC(=O)[C@H](C)NC(=O)C2CCN(C(=O)[C@@H](N)CCSC)CC2)cc1	-2	3.2	1.1	2.6	-8	0	-3	2.7	12	-3
CCN(CC)S(=O)(=O)c1ccc(NC(=O)COC(=O)CCc2cc(OC)c(OC)c(OC)c2)cc1	-4	-0.9	-0.4	0.6	1	6	1	4.8	-9	11
O=C(C(=O)N1CCCCC1)c1cn(CC(=O)N2CCCCCC2)c2ccccc12	0	-0.7	-2.1	2.1	-16	2	0	-0.5	-6	-1
COc1ccc(OC)c2[nH]c(=O)c(CCNC(=O)c3ccc(S(=O)(=O)N4CCCC4)cc3)cc12	·	-3.1	0.8	3.0	0	1	-1	1.2	-4	4
Cc1nn(-c2ccc(Cl)cc2)c2sc(C(=O)N3CCN(c4ccccn4)CC3)cc12	1	1.3	-0.4	0.4	-15	5	-2	0.8	-1	8
CCOc1ccc(OCCSc2nc(-c3ccccc3)cc(=O)[nH]2)cc1	0	1.1	0.5	2.5	8	5	-6	-0.8	7	25
Cc1cccc(NC(=O)NNC(=O)c2c(Cl)c(C)nn2C)c1	-3	0.3	0.4	1.8	6	18	-2	1.3	-43	-2
CC(=O)Nc1sc(NC(=O)c2ccccc2)nc1-c1cccs1	-2	2.8	0.5	2.3	-13	?	-3	0.8	-8	16
O=C(Nc1cccc(NC(=O)c2cccc(Cl)c2)c1)c1cccnc1	0	-1.6	-3.2	-0.8	7	-4	-2	2.0	31	1

Structures listed so far marked active in Wnt act:
smiles	Wnt act	CAL PDZ inh	phage Ecoli inh	PvdQ acylase	Tat transport	DAGLB inhibitor	Rtt109 HAT inh
CCC1CCc2c(sc(NC(=O)c3ccco3)c2C(N)=O)C1 (stereo unspecified)	37*	-0.9	1.9	7	4	-1	-1
